MEX-5 binding – MEX-5 zinc finger RNA-binding disruptors – biochemical, C. elegans, fluorescence polarization, MLPCN library, primary screen; Zinc finger protein mex-5 (Caenorhabditis elegans), Q9XUB2; 300,000 compounds, 0.38% hits; activity score (negative = inhibition of binding), % at 10 µM; MEX-5/FITC-TCR2 RNA binding; hits give low values;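 active = inhibition past about -25% in most replicates, and total fluorescence under double the plate's negative control median, limit read from the data; inconclusive = replicates evenly split on the limit, or fluorescence at least double controls; inactive = too little inhibition in most replicates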;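 note: 0% = DMSO and -100% = 5 µM competing unlabeled TCR2 RNA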
CR mimetic SO – reduction of superoxide in aged yeast, primary screen, HTS. S. cerevisiae aged cells, superoxide DHE fluorescence; hits give low values. AID 2690, 2010. 330,000 compounds, 0.18% hits. superoxide response (% of plate mean), % at 10 µM;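 active = superoxide response under a set limit, about three screen SD below normal, cut at about 65% in these data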;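 note: yeast aged for seven days with compound at 30 °C before DHE staining; 100% = average MFI of all compound-treated wells on the plate with controls excluded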
GLD-1 TGE inh – GLD-1/TGE RNA complex disruptors, primary screen, biochemical, fluorescence polarization; inhibition, % at 5.96 µM; 320,000 compounds, 0.44% hits; purified GLD-1 + fluorescein TGE RNA; Female germline-specific tumor suppressor gld-1 (Caenorhabditis elegans), Q17339;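 active = percent inhibition above a per-plate cutoff, the plate mean of test compounds plus 3 SD, cut at about 30% in these data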;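 note: 0% = DMSO wells with GLD-1 and probe and 100% = wells lacking GLD-1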
Target sequence (Q17339 whole entry, looked up): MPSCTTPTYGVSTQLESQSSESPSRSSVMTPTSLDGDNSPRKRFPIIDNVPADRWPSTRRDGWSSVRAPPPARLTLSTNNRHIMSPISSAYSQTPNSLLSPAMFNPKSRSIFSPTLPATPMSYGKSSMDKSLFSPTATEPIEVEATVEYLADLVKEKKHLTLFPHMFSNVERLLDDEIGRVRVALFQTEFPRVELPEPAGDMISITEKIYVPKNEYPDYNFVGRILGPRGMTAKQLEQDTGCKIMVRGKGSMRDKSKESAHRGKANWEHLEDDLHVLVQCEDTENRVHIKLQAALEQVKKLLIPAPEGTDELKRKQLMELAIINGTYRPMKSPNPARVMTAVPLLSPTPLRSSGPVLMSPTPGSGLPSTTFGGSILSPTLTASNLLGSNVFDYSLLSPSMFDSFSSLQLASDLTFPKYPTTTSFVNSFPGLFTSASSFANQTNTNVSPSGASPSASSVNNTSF
GRK2 inh – compounds blocking aptamer binding on GRK2 – biochemical, human GRK2, bead flow cytometry, HTS, primary screen. FAM-aptamer displacement from GRK2. inhibition of aptamer binding, % at 10 µM. 330,000 compounds, 0.59% hits. Beta-adrenergic receptor kinase 1 (Homo sapiens), P25098;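 active = inhibition of aptamer binding above 40%, roughly 3 SD of noise, on plates passing a quality check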;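 note: median bead fluorescence of bound FAM aptamer so fluorescent compounds give negative values; no value below 0 was filed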
VLA-4 inh – inhibition in human VLA-4 binding assay, primary screen, VLA-4 allosteric modulator project, MLPCN library, flow cytometry, VLA-4 expressing cells. Integrin alpha-4 (Homo sapiens), P13612. ligand binding flow cytometry. inhibition, % (about 7 µM as worked out from the volumes in the protocol). 330,000 compounds, 0.2% hits; in the data active = inhibition above about 50%
AGP1-GFP MLPCN – modulators of AGP1-GFP expression in yeast TOR pathway, primary screen, cell-based, multiplex flow cytometry, S. cerevisiae, MLPCN library; 3 h; GFP as percent of DMSO wells; GFP response vs DMSO, % at 10 µM; 320,000 compounds, 0.02% hits; AID 2066, 2009;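 active = GFP response relative to DMSO above a set limit, near screen average plus 3 SD, cut at about 150% in these data; inconclusive = fewer than 70 cells counted for the yeast strain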;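 note: median GFP channel fluorescence of the gated AGP1 strain per well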
MCL1 BIM primary – inhibitors of MCL1 binding to BIM-BH3, primary screen, biochemical, fluorescence polarization | AID 2057, 2009 | inhibition, % at 10.9 µM | 320,000 compounds, 0.68% hits | GST-MCL1 / FITC-Bim-BH3 fluorescence polarization;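 active = inhibition above the mean inhibition of all tested compounds plus 3 SD, set per campaign, cut at about 40% in these data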;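 note: 0% = DMSO wells and 100% = unlabeled Bim-BH3 peptide control; higher means more loss of mP so more displacement of Bim peptide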
Target sequence (Q07820 whole entry, looked up): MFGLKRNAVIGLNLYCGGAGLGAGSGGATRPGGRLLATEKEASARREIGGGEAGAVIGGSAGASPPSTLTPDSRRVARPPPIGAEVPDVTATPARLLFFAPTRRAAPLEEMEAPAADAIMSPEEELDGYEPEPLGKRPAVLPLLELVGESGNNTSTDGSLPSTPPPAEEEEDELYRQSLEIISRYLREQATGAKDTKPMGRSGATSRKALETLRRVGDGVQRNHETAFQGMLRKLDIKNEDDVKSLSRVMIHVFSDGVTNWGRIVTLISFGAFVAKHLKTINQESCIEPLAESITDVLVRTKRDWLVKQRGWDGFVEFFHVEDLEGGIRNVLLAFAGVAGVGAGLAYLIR
CIT2-GFP yeast – modulators of CIT2-GFP expression in yeast, primary screen, S. cerevisiae, GFP fusion, multiplex flow cytometry, MLPCN library; S. cerevisiae CIT2-GFP strain, 3 h; 100 means same as DMSO wells; GFP response vs DMSO, % at 10 µM; 320,000 compounds, 0.065% hits; AID 2029, 2009;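 active = GFP response relative to DMSO above a set limit, near the screen mean plus 3 SD, cut at about 150% in these data; inconclusive = Fewer than 70 cells measured for a yeast strain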;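 note: ratio of well median GFP fluorescence to mean of DMSO wells on the plate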
BCLXL inh – inhibitors of human Bcl-xL, primary screen, biochemical, fluorescence polarization, HTS; Bcl-2-like protein 1 (Homo sapiens), Q07817; GST-Bcl-xL / FITC-Bim BH3 peptide fluorescence polarization; inhibition, % at 10.9 µM; 320,000 compounds, 0.7% hits;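 active = inhibition above the mean of all tested compounds plus 3 SD, cutoff set per campaign, cut at about 30% in these data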;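 note: 0% = DMSO wells and 100% = unlabeled Bim-BH3 peptide competitor; inhibitors lower millipolarization by displacing the labeled peptide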
Active calls of the source: *; ? = inconclusive; · = no result given; [ ] = another dose, or the depositor's remark.

Every second line gives: MEX-5 binding	CR mimetic SO	GLD-1 TGE inh	GRK2 inh	VLA-4 inh	AGP1-GFP MLPCN	MCL1 BIM primary	CIT2-GFP yeast	BCLXL inh
> O=C(Nc1ccn(Cc2c(F)c(F)cc(F)c2F)n1)c1ccc(COc2cc(Cl)ccc2Cl)o1
 : -1.6	102	3	5	-7	103	-1	106	-1
> Cn1c(NC(=O)/C=C/c2c(F)cccc2Cl)cc(=O)n(C)c1=O
 : -3.3	88	0	2	-2	114	-3	105	1
> COc1ccc(CCN(C(=O)C(F)(F)F)C(C(=O)NC2CCCCC2)c2ccc(C)s2)cc1 (centres undefined)
 : -0.4	98	-5	0	16	100	-4	98	-2
> S=c1nc[nH]c2c1[nH]c1ccccc12
 : -3.5	82	3	0	14	106	-13	105	-2
> COc1ccc(NC2CCCN(C(=O)c3ccc4[nH]c(C)c(C)c4c3)C2)cc1 (centres undefined)
 : 1.3	132	-6	1	6	102	0	101	2
> O=C(NC(=O)N1CCCCCC1)c1ccc(Cl)cc1
 : 1.4	115	2	0	8	100	-3	110	2
> Cc1nn(-c2ccccc2)nc1C(=O)OCC(=O)N1CCC(C)CC1
 : ·	118	-4	0	6	93	2	106	-1
> COc1ccc(C(=O)OC2CCCCC2CN(C)C)cc1 (centres undefined)
 : -1.0	88	7	1	15	100	-5	102	1
> CNC(=O)CNC(=O)Nc1ccc(Cl)c(Cl)c1
 : 0.5	98	0	2	1	100	4	104	-3
> Cc1cccc(C2=NN(c3ccc(Br)cc3)[C@@H](C(=O)N3CCOC3=O)[C@@H]2c2ccc(F)cc2)c1
 : 1.2	103	0	0	33	15[may fluoresce violet]	6	?	6
> Cc1cc(C)c(S(=O)(=O)N2CCN(C(=O)CCOc3ccccc3C)CC2)c(C)c1
 : ·	90	7	0	42	99	7	98	8
> O=C(Cn1nc(-c2ccccc2)ccc1=O)Nc1cccc(NC(=O)c2ccccn2)c1
 : -0.7	122	4	0	1	97	-1	102	3
> CCC(Sc1nc(N)cc(N)n1)C(=O)O (centres undefined)
 : 0.4	85	3	0	8	98	0	89	5
> CCCS(=O)(=O)N1CCCC(C(=O)NCCN(Cc2ccccc2)C(C)C)C1 (centres undefined)
 : 0.5	89	4	0	7	113	8	100	2
> Cc1ccc(OCCOC(=O)c2c(-c3ccccc3)noc2C)cc1
 : 1.7	98	8	0	-2	100	5	94	3
> Cc1oc(-c2ccc(Cl)cc2)nc1CN1CCC(C(=O)NCC2CCCO2)CC1 (centres undefined)
 : 0.5	97	-4	0	-2	101	8	103	6
> O=C(NC1CCN(Cc2ccccc2)CC1)c1cn(-c2ccccc2)nc1-c1cccnc1
 : 0.8	92	2	0	-2	109	-1	96	1
> O=C1CC(C(=O)N2CCc3ccccc32)CN1c1ccccc1 (centres undefined)
 : 0.1	95	-8	0	-7	97	-1	96	1
> OCC1(Cc2ccc(F)cc2)CCCN(CCCC(F)(F)F)C1 (centres undefined)
 : -1.0	101	2	1	14	95	4	102	3
> O=C(Nc1ccc(S(=O)(=O)N2CCCC2)cc1)c1ccc(Br)o1
 : -2.6	86	5	3	6	95	3	107	3
> CN1C(=O)CCC(CCC(=O)O)(c2ccccc2O)C1=O (centres undefined)
 : 0.0	63*	-6	5	-7	108	-1	107	5
> O=C(Cc1n[nH]c(=O)c2ccccc12)NC(c1ccccc1)c1ccccc1
 : -2.1	99	-3	0	2	104	-5	98	-7
> Cc1cc(C)c2oc(=O)cc(CN3CCOCC3)c2c1
 : 1.9	90	0	1	-9	?	1	101	6
> Cc1cc(NC(=O)COc2ccc3ccccc3c2)no1
 : 2.2	93	1	2	8	94	-4	84	1
> COc1cc2[nH]c3c(N4CCN(c5ccc(Cl)cc5)CC4)ncnc3c2cc1OC
 : -1.8	94	5	0	15	111	-1	110	-2
> COc1ccc(NC(=O)CS(=O)(=O)c2cccc(Cl)c2)cc1
 : 1.6	113	-1	0	-7	96	5	95	-3
> O=C(Nc1scc(-c2ccccc2)c1C(=O)O)c1ccc(F)cc1
 : 2.0	123	-5	0	4	89	8	84	6
> O=C(Cn1cc([N+](=O)[O-])cn1)NCc1ccccc1Cl
 : 2.2	76	-2	0	13	·	-1	·	-1
> COC(=O)Cc1c(C)c2ccc(O)c(CN3CCCC(C)C3)c2oc1=O (centres undefined)
 : 1.2	82	2	0	-21	101	4	104	4
> COC(=O)c1ccc(C)c(NC(=O)COC(=O)C2CC3CCCC(C2)C3=O)c1 (centres undefined)
 : 0.0	104	-12	0	-9	121	-20	107	-9
> Cc1csc(NC(=O)CSc2nc(C(C)C)nc3ccccc23)n1
 : -2.6	87	-1	2	-21	99	1	97	1
> Cc1cccc(C)c1NC(=O)COC(=O)c1nonc1N
 : 0.0	106	4	4	12	104	3	107	4
> Nc1ccccc1SCc1cn2ccccc2n1
 : -3.6	117	5	3	-4	104	2	106	5
> CCOCCCNCC(=O)Nc1ccc(OC(F)(F)F)cc1
 : 2.4	88	2	0	1	109	4	106	7
> N#C/C(=C(/O)c1ccc([N+](=O)[O-])o1)c1nc2ccccc2[nH]1
 : 0.1	103	-4	0	-18	103	7	105	4
> COc1cccc2cc(-c3nc(-c4cccs4)cs3)c(=O)oc12
 : -23	102	1	2	0	95	3	92	6
> CCOC(=O)c1cccc(NC(=O)N[C@@H](C)C(=O)OC)c1
 : 0.7	98	-3	0	10	106	-1	106	9
> COc1ccc2c(c1)c(C(=O)CN1CCC3(CC1)OCCO3)c(C)n2C
 : -2.3	110	-6	3	8	83	0	86	5
> O=C(COc1ccc2c(c1)CCC2)NCc1cccc(Cl)c1
 : 0.1	89	1	0	8	98	-3	99	3
> COc1ccc(CNC(=O)c2c(N)n(CCCN3CCOCC3)c3nc4ccccc4nc23)cc1
 : 2.9	115	0	1	21	107	0	90	5
> CCCCn1c(N)c(N(CC(C)C)C(=O)c2cc(-c3ccc(F)cc3)nc3ccccc23)c(=O)[nH]c1=O
 : -0.5	77	4	2	5	98	-22	90	-22
> COC(=O)CCS(=O)(=O)c1cc(Cl)ccc1Cl
 : -1.0	102	-4	0	12	100	29	93	-1
> CCNc1nc(NCC)nc(OCC(=O)O)n1
 : -3.4	101	2	4	-7	99	-3	97	0
> CNC(=O)c1csc(Cc2c(Cl)sc3ccc(Cl)cc23)n1
 : -1.9	106	6	1	-10	97	1	88	2
> Cc1c(NC(=O)C2CCCN2S(=O)(=O)c2cccc3nsnc23)cccc1C(=O)O (centres undefined)
 : -1.0	87	7	0	25	101	7	99	5
> CCCCC(=O)Nc1ccc(C(=O)N2CCN(C)CC2)cc1
 : -3.1	81	2	0	4	105	3	99	2
> CC(=O)Oc1cccc(NC(=O)c2cccc(C(=O)Nc3cccc(OC(C)=O)c3)c2)c1
 : -3.8	90	7	1	8	107	3	114	0
> COc1ccc(C(=O)N2CCN(C(=O)c3ccc(-c4ccccc4)cc3)CC2)cc1OC
 : 2.8	93	-3	5	5	100	5	94	4
> CCOC(=O)C1=C(c2ccccc2)NC(=S)NC1c1cc([N+](=O)[O-])ccc1OC (centres undefined)
 : -2.5	84	4	0	13	27	7	116	5
> COC(=O)c1ccccc1NC(=O)CSCC(=O)Nc1ccc(F)cc1
 : -0.7	96	4	4	-10	104	5	105	5
> COc1cc(/C=C2\CCC(C3CCCC3)C2=O)ccc1OC(C)C (centres undefined)
 : -0.6	93	8	0	-2	106	3	102	1
> CCN1CCN(C(=O)/C=C/c2ccc(OC)cc2)CC1
 : 2.0	87	5	0	1	97	7	95	6
> COc1ccc(CN(C)C(=O)c2ccc(Oc3ccccc3)cc2)cc1F
 : -8.5	100	-3	4	2	98	0	83	6
> O=C(OCC(=O)N1CCc2ccccc21)[C@@H]1CC(O)CN1S(=O)(=O)c1ccc(Cl)cc1 (some centres undefined)
 : ·	110	3	0	-10	100	·	107	·
> CCOC(=O)COc1ccc2c(C)cc(=O)oc2c1C(=O)c1ccccc1
 : -0.5	108	-2	0	5	105	-8	96	-3
> O=C(Cn1nnc2ccccc2c1=O)N[C@@H](Cc1c[nH]c2ccccc12)C(=O)O
 : 2.7	88	-5	1	2	98	-5	98	0
> Cc1ccc(-n2c(C)n[nH]c2=S)cc1
 : 1.7	100	-2	0	16	100	-3	88	-1
> O=C1C(=O)N(CCO)C(c2cccc(F)c2)/C1=C(\O)c1ccc(Cl)cc1 (centres undefined)
 : -0.7	94	4	0	9	100	6	101	8
> COc1cccc(CNC(=O)CN2C(=O)CSc3ccc(S(=O)(=O)N4CCOCC4)cc32)c1
 : -1.4	84	-3	2	7	100	6	95	7
> Cc1ccc(NC(=O)COC(=O)c2ccc([N+](=O)[O-])o2)cc1S(=O)(=O)N1CCCCC1
 : -1.7	110	-3	0	6	104	-11	99	-5
